From PubChem
PrPC TRFRET: inhibitors of human cell surface prion protein PrPC. TR-FRET read-out. inhibition, % at 13.8 µM. 370,000 tested, 0.43% active. AID 720596; in the data active means inhibition above about 24%; further: 0% = median of the test wells and 100% = reference compound wells
PfHsp40 rescue: restores yeast growth despite PfHsp40 toxicity. AID 504582. growth rescue, % at 12.5 µM. S. cerevisiae expressing PfHsp40, growth rescue, ATP luminescence. 340,000 tested, 0.68% active; in the data active means growth rescue above about 28%, passing the limit was not always enough; inconclusive means no clear call, values can overlap the other calls;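 further: yeast W303a lacking pdr1 and pdr3 grown in galactose medium; growth measured after three days at 30 °C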
BH1578 lux ind: inducers of Vibrio cholerae quorum light production without autoinducers | activation, % at 18.7 µM | 350,000 tested, 0.16% active | V. cholerae BH1578 lux reporter, luminescence, 6 h; in the data active means activation mostly above about 9.7%, no sharp cut-off; inconclusive means no clear call, values can overlap the other calls; inactive means mostly below about 3.7%; further: not every result past the cut was called active; inactives centre near 0; reference of the scale not given here
Anthrax LF prot: blocks Bacillus anthracis lethal factor protease | AID 588501 | multiplex microsphere protease cleavage assay, LF | 360,000 tested, 0.12% active | inhibition, % at 10 µM; further: plate controls were buffer without enzyme for full effect and enzyme alone for no effect
Target sequence (P15917 whole entry, looked up): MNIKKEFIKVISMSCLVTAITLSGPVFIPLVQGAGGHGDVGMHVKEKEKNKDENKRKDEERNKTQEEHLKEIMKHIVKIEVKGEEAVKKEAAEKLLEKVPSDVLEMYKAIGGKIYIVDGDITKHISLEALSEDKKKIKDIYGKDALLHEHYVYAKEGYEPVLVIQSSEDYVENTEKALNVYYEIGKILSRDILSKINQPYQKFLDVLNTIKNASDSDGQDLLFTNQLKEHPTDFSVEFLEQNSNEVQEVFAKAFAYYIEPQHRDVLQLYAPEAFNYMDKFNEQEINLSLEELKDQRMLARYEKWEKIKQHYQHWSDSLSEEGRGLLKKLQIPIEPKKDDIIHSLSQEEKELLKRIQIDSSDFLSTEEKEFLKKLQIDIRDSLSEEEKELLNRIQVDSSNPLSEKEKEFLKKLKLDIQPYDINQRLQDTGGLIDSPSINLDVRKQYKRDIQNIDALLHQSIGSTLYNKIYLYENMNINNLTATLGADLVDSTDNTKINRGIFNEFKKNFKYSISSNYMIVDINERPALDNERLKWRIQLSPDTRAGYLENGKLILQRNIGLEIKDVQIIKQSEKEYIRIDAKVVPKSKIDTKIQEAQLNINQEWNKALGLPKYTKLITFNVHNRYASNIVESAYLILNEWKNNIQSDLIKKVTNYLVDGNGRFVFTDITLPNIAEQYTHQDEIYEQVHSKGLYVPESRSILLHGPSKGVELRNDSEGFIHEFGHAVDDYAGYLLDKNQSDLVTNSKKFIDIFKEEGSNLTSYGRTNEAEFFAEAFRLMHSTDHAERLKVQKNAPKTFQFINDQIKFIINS
TcdB inh: blocks C. difficile toxin B glycohydrolase activity | 350,000 tested, 0.24% active | P18177 | inhibition, % at 9.99 µM | AID 652162 | TcdB glycohydrolase enzymatic assay, plate reader; in the data active means inhibition above about 10%
Yp Topo-I inh: inhibitors of Yersinia pestis topoisomerase I | Y. pestis Topo-I cleavage product accumulation, plate reader | 360,000 tested, 0.064% active | activity, % at 10 µM; in the data active means activity above about 50%, passing the limit was not always enough; inconclusive means no clear call, values can overlap the other calls; further: inactives centre near 2
BoNT-A LC inh2: BoNT A light chain protease inhibition; multiplex microsphere protease substrate cleavage, flow cytometry; inhibition, % at 10 µM; 360,000 tested, 0.17% active; AID 588499; further: plate controls were buffer without enzyme for full effect and enzyme alone for no effect
3CLpro inhibitor: SARS-CoV 3CLpro protease inhibition; P0C6X7; recombinant SARS-CoV 3CLpro, quenched FRET peptide cleavage; inhibition, % at 6 µM; 290,000 tested, 0.14% active; AID 1706; in the data active means inhibition above about 12%
SSB-PriA inh: K. pneumoniae PriA-SSBct interaction inhibition | AlphaScreen SSBct-PriA binding, biotinylated peptide | AID 1272365 | 430,000 tested, 0.6% active | inhibition, % at 33 µM; in the data active means inhibition mostly above about 37%, no sharp cut-off; inactive means mostly below about 20%;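 further: plate controls were negative control peptide for no effect and reference peptide for full effect; strong numbers were not always called active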
* = called active by the depositor; i = inactive; u = inconclusive; x = no result given; & = joins results of further samples; ! = not confirmed by another sample. Unless noted, no stated cut-off is given here; in the data, active means inhibition above about 30%; inconclusive means no clear call, values can overlap the other calls; inactive means below that. Some of the compounds tested; count on the stated rates, not on these rows.

SMILES	PrPC TRFRET	PfHsp40 rescue	BH1578 lux ind	Anthrax LF prot	TcdB inh	Yp Topo-I inh	BoNT-A LC inh2	3CLpro inhibitor	SSB-PriA inh
Cc1nc2sc(C(N)=O)c(N)c2c2c1CCCC2	-7	-0.3	0.0	12	1.5	3	-2.1	-3	-5
C=CCNC(=O)COc1ccc(S(=O)(=O)Nc2ccc(OCC)cc2)cc1	-2	1.1	0.0	0	x	1	0.7	5	-8
N#CCCn1cc(/C=N/NC(=O)c2ccncc2)c(-c2ccc(F)cc2)n1	-1	0.9	-0.9	1	x	-3	0.5	12	x
COC(=O)C1=NNC2(c3ccc(Cl)cc3)C(=O)N(c3ccc(Cl)cc3)C(=O)C12 (stereo not drawn)	-1	45*	2.2	-2	x	6	-0.6	0	7
O=C(Nc1ccccc1)c1ccc(NCc2cccnc2)c(S(=O)(=O)N2CCOCC2)c1	4	0.1	i	-12	x	6	-1.4	-1	3
CSc1nc2nc3c(c(=O)n2[nH]1)CN(Cc1ccccc1)CC3	-8	-0.7	i	-1	0.6	0	0.6	0	-6
O=C(O)c1cc(O)c2c(c1)[C@@H]([C@H]1c3cc(C(=O)O)cc(O)c3C(=O)c3c(O[C@@H]4O[C@H](CO)[C@@H](O)[C@H](O)[C@H]4O)cccc31)c1cccc(OC3O[C@H](CO)[C@@H](O)[C@H](O)[C@H]3O)c1C2=O (stereo partly drawn)	62*	20	-0.7	-7	-39	-29	-4.4	x	11
Cc1ccc(NC(=O)CCC(C(=O)O)N2C(=O)c3ccccc3C2=O)cc1 (stereo not drawn)	1	-1.0	0.3	-3	x	-8	0.0	-7	-3
CC(C)Oc1ccc(CN2CCC(n3nccc3NC(=O)c3cccnc3)CC2)cc1	-14	0.4	-0.4	-1	0.0	2	-1.4	2	11
O=C(CN1CCOCC1)Nc1nc(-c2ccccc2)cs1	4	-1.0	i	4	-1.4	1	-2.7	5	1
C[C@@H]1CN(Cc2nc(-c3ccc(Cl)cc3)no2)C[C@H](C)O1	-2	-1.2	3.0	0	1.6	5	-0.2	-3	-9
O=C(NCc1ccccc1)c1ccc(N2C(=O)C3CCCCC3C2=O)cc1 (stereo not drawn)	11	-1.3	i	1	x	0	0.2	-3	-7
Cn1c(=O)[nH]c(=O)c2c1nc(Br)n2CCOc1ccccc1	14	1.4	i	9	x	2	-0.8	-3	-13
COc1cccc(NC(=O)CSc2ncnc3c2cnn3Cc2ccccc2)c1	5	-0.6	x	-10	x	25	-0.1	2	2
COc1cccc(C2CC(=O)N3CN(c4ccccc4F)CSC3=C2C#N)c1 (stereo not drawn)	-4	0.9	-0.3	-6	-0.8	-1	-1.0	0	-1
O=[N+]([O-])c1cccc(C(=S)N2CCN(c3ccccc3F)CC2)c1	6	2.2	-0.2	5	0.0	-2	2.3	-1	-1
COc1ccc(CNC(=O)[C@H](C)NC(=O)N2CCn3c2nc2ccccc23)cc1	-4	0.1	-0.3	0	0.6	9	0.0	-2	-7
O=C(C[C@H]1C/C=C\CC[C@H](Cc2ccc(F)cc2)C(=O)O[C@@H](c2ccccc2)CNC1=O)N[C@H](CO)Cc1ccccc1	-3	1.6	i	-3	0.7	46	0.1	x	2
C[C@@H](N)C(=O)NC[C@H]1O[C@@H](n2cnc3c(N)ncnc32)[C@H](O)[C@@H]1O	x	-1.1	0.8	0	1.2	-1	-0.3	x	-7
CCOC(=O)CSCc1csc(CC(=O)Nc2ccccc2C)n1	-2	0.9	2.9	-3	-1.2	3	0.2	5	8
COC(=O)c1c(-c2cccs2)csc1NC(=O)CN1CCOCC1	-2	-0.4	i	-5	x	5	0.6	2	-6
CC(=O)N(CCC(Cc1ccccc1)c1ccc2c(c1)OCO2)Cc1ccccc1F (stereo not drawn)	-5	2.4	-0.3	-5	x	35	-0.2	0	10
O[C@H]1CN(Cc2cccs2)[C@@H](c2ccc(Cl)cc2)C[C@@H]1n1cc(C2CC2)nn1	2	x	i	1	1.0	-9	0.7	x	x
CCOC(=O)c1cnc2ccc(OCC)cc2c1N1CCN(c2ccccc2OC)CC1	x	-1.6	i	1	x	10	-1.1	-1	8

3 entries drawn at random from those above:
SMILES	PrPC TRFRET	PfHsp40 rescue	BH1578 lux ind	Anthrax LF prot	TcdB inh	Yp Topo-I inh	BoNT-A LC inh2	3CLpro inhibitor	SSB-PriA inh
CC(=O)N(CCC(Cc1ccccc1)c1ccc2c(c1)OCO2)Cc1ccccc1F (stereo not drawn)	-5	2.4	-0.3	-5	x	35	-0.2	0	10
COc1cccc(NC(=O)CSc2ncnc3c2cnn3Cc2ccccc2)c1	5	-0.6	x	-10	x	25	-0.1	2	2
Cn1c(=O)[nH]c(=O)c2c1nc(Br)n2CCOc1ccccc1	14	1.4	i	9	x	2	-0.8	-3	-13

Following part.
SMILES	PrPC TRFRET	PfHsp40 rescue	BH1578 lux ind	Anthrax LF prot	TcdB inh	Yp Topo-I inh	BoNT-A LC inh2	3CLpro inhibitor	SSB-PriA inh
Cc1ccc(NC(=O)C2CC(=O)N/C(=N/N=C/c3ccco3)S2)cc1C (stereo not drawn)	x	-1.0	-0.2	-4	-14	3	0.2	0	x
COc1cc(/C=N/Nc2ccc([N+](=O)[O-])cc2S(=O)(=O)N2CCOCC2)cc(OC)c1OC	-1	-1.3	-0.7	2	x	2	3.0	-6	x
COCc1cc(C)nc2sc(C(=O)Nc3ccccc3F)c(N)c12	1	-2.0	i	-5	-0.1	0	0.0	0	-14
CCOC(=O)c1ccc2c(c1)NCc1cccc(OC)c1O2	0	0.0	i	-6	-0.2	10	-1.3	2	-20
Cc1cc(N2CCN(c3ccccc3)CC2)nc(-n2nc(C)cc2C)n1	-5	-0.9	-0.3	-1	x	16	-0.2	-3	-1
NS(=O)(=O)c1ccc(CCNC(=S)Nc2ccccc2)cc1	6	-0.9	-0.3	1	x	4	-0.6	-3	-11
Cc1ccc2c(CC(=O)N3CCN(S(=O)(=O)c4cccs4)CC3)coc2c1	-1	-0.6	0.5	-1	x	23	0.5	-3	-11
Cc1cc(C)c2sc(N(CCCN(C)C)C(=O)c3ccc(S(=O)(=O)N(C)C4CCCCC4)cc3)nc2c1	-12	1.4	-0.6	x	1.1	9	x	x	40*!
COc1ccc(OC)c(C(=O)NC(CC(N)=O)c2ccc(NC(C)C)c([N+](=O)[O-])c2)c1 (stereo not drawn)	-21	-1.2	-3.0	-2	1.6	3	0.4	7	-7
O=C(O)c1ccc(CNC(=O)c2ccc(S(=O)(=O)N3CCCCC3)cc2)cc1	-8	0.9	-0.3	x	1.3	1	x	x	-11
COC(=O)CN1C(c2ccc(Cl)cc2)=Nc2ccc(Cl)cc2C1c1ccccc1 (stereo not drawn)	8	4.0	-3.4	1	x	37	0.1	-1	-2
CCOC(CNc1ncnc2sc(-c3ccccc3)cc12)OCC	-4	1.6	i	-5	2.4	-4	1.6	6	-22
Cc1onc(-c2ccccc2)c1C(=O)Nc1cccc(S(=O)(=O)NC2=NCCC2)c1	4	-1.7	i	0	0.6	-11	-0.8	x	-7
CC(=O)Nc1ccc(S(=O)(=O)NCc2nc(-c3ccc(C)cc3)no2)cc1	1	-1.1	-0.6	2	0.4	2	2.5	-1	-7
Cc1cc(=O)n2[nH]c(-c3ccc(F)cc3)nc2n1	-5	-0.5	-2.0	-3	x	0	0.0	0	-8
COc1nccnc1NS(=O)(=O)c1ccc(NCc2cc(Br)ccc2O)cc1	2	0.3	-0.1	-13	2.8	-5	-5.2	1	10
COc1ccc(-c2cn3c(C)c(C(=O)Nc4cccc(C)n4)sc3n2)cc1	3	0.6	-1.5	2	1.3	6	2.2	2	2
O=[N+]([O-])c1ccccc1S(=O)(=O)NCCc1ccncc1	-8	-3.0	i	-6	-0.7	-10	-0.1	3	-9
COc1ccc(NC(=O)c2nn(C)cc2[N+](=O)[O-])cc1	-13	1.3	0.5	-12	-2.7	-3	-1.3	6	-12
CCOc1cc(C(c2c(C)[nH][nH]c2=O)c2c(C)[nH][nH]c2=O)ccc1OS(=O)(=O)c1ccccc1	5	-0.3	-0.2	0	x	10	-0.3	-3	9
COC(=O)c1cccc(N2C(=O)C3C4C=CC(CC4)C3C2=O)c1 (stereo not drawn)	5	0.3	i	-3	-2.1	10	-2.1	-5	0
CC1C(=O)N2CCCc3cc(S(=O)(=O)NCc4ccccc4Cl)cc1c32 (stereo not drawn)	-8	0.0	-3.1	-1	3.0	-5	-1.1	-5	4
C[C@@H]1CN([C@H](C)CO)S(=O)(=O)c2ccc(Br)cc2O[C@H]1CN(C)C(=O)Nc1cccc(F)c1	6	x	-0.5	1	-0.4&0.8	1	-0.2	x	x
C/C(=N\N1C(=O)c2ccccc2NC1c1ccccc1)c1ccccc1O (stereo not drawn)	-10	1.1	i	-7	0.4	-6	0.3	-1	x
CN(Cc1ccccc1)Cc1nc2c(c(=O)n(C)c(=O)n2C)n1Cc1ccccc1Cl	-3	0.1	0.4	-2	x	-6	-0.9	-2	-5
COc1ccc(CNC(=O)C(c2ccco2)N(C(=O)c2csnn2)c2cccc(C)c2C)cc1 (stereo not drawn)	10	-0.4	i	0	x	12	0.4	-3	2
CC(C)Oc1ccc(Nc2ncnc3ccccc23)cc1	13	2.7	-0.3	1	7.5	-8	0.1	-1	-11
Cc1cccc(OCC(O)CN2CCN(c3ccccn3)CC2)c1C (stereo not drawn)	1	0.1	-0.2	-3	2.7	19	-1.6	1	-2
CCOc1ccc(C(=O)n2cc(C(=O)OC)c3ccccc32)cc1OCC	5	1.0	-0.2	3	1.2	-3	u	2	-26
C/C(=C\CNc1ncnc2nc[nH]c12)CO	4	-0.4	-0.4	-3	-5.4	8	-0.3	x	-14
Cc1cc(-c2nnc(-c3cccc(C(F)(F)F)c3)o2)no1	-2	0.1	0.0	3	-0.2	-3	u	0	-18
NCc1ccccc1CS(=O)(=O)N1CCOCC1	2	-0.8	i	-6	0.1	2	0.0	x	-8
O=C(O)CN1C(=O)CSC1=S	2	-1.2	i	2	2.8	10	-2.0	1	-6&-9
Cc1cc2c(ncn2Cc2ccccc2)c([N+](=O)[O-])c1C	8	0.4	-4.6	-5	x	6	0.1	-1	0
CCOc1ccc(Cn2nnc(C(=O)Nc3cc(C)cc(C)c3)c2N)cc1	5	-0.6	-0.1	-4	-0.5	-5	-0.9	4	-5
CC(C)n1c(SC2C(=O)CC(C)(C)CC2=O)nc2c1c(=O)n(C)c(=O)n2C	3	1.0	0.9	-5	x	7	-0.1	0	-19
CCOc1ncccc1C(=O)Nc1ccc(S(=O)(=O)Nc2cc(C)nc(C)n2)cc1	-1	-1.5	-0.4	0	0.1	3	-0.3	x	-1

Gathered by group: the entries above with a COOH group (four)
SMILES	PrPC TRFRET	PfHsp40 rescue	BH1578 lux ind	Anthrax LF prot	TcdB inh	Yp Topo-I inh	BoNT-A LC inh2	3CLpro inhibitor	SSB-PriA inh
O=C(O)c1cc(O)c2c(c1)[C@@H]([C@H]1c3cc(C(=O)O)cc(O)c3C(=O)c3c(O[C@@H]4O[C@H](CO)[C@@H](O)[C@H](O)[C@H]4O)cccc31)c1cccc(OC3O[C@H](CO)[C@@H](O)[C@H](O)[C@H]3O)c1C2=O (stereo partly drawn)	62*	20	-0.7	-7	-39	-29	-4.4	x	11
Cc1ccc(NC(=O)CCC(C(=O)O)N2C(=O)c3ccccc3C2=O)cc1 (stereo not drawn)	1	-1.0	0.3	-3	x	-8	0.0	-7	-3
O=C(O)c1ccc(CNC(=O)c2ccc(S(=O)(=O)N3CCCCC3)cc2)cc1	-8	0.9	-0.3	x	1.3	1	x	x	-11
O=C(O)CN1C(=O)CSC1=S	2	-1.2	i	2	2.8	10	-2.0	1	-6&-9
